Screening data: PubChem BioAssay, several laboratories
aDG glyco act – activators of alpha-DG glycosylation, primary screen, uHTS, Pro5-aDG cells, AlphaScreen; alpha-DG glycosylation AlphaScreen (IIH6); 0% Pro5, 100% B10-LARGE cell signal; actives 0.22% (n = 360,000); activation, % at 10 µM;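 active = activation of at least 8% versus controls, or a plate z-score of at least 8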;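 also: Pro5 are CHO cells carrying HIG-tagged alpha-DG that lacks glycosylation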
H9c2 protect – cardioprotection against H2O2-induced cell death, primary screen, uHTS, H9c2 cells, ATPLite luminescence. H9c2 cardiomyocytes, H2O2 injury protection, 2 h. protection from H2O2 cell death, % at 20 µM. actives 0.63% (n = 360,000). AID 588492, 2011;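 active = compounds giving at least 50% protection of heart cells from peroxide-induced death in the single-dose screen, raw or plate-pattern-corrected value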;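 also: 0% = DMSO wells with peroxide and 100% = DMSO wells without peroxide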
CaV13 FRET inh – Primary screen for inhibitors of IQ motif and Ca2+-dependent inactivation inhibitor domain binding in CACNA1D, Förster resonance energy transfer in living cells, …; HEK cells, CFP/YFP FRET ICDI-IQ, plate reader, 10 min; percent FRET-ratio fall versus neutral wells; inhibition, % at 12.3 µM; actives 0.098% (n = 340,000); AID 743397;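 active = mean replicate inhibition of at least 30% and at least 1% of replicates passing that level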;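 also: 0% = median of the neutral control wells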
N-glyco inh – increase of ERlucT glycosylation luciferase signal, primary screen, N-linked glycosylation inhibitor project, D54 ERlucT cells, luminescence, set 2; D54 ERlucT glycosylation luciferase reporter, 24 h; percent of 100 nM tunicamycin response; reporter increase, % at 12.5 µM; actives 0.23% (n = 360,000); AID 588692, 2011;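 active = mean luciferase reporter signal, scaled so untreated is 0 and the glycosylation-blocking control 100, at or above a set limit in every replicate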;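 also: luciferase carries N-glycosylation sites so blocking glycosylation raises the light; 0% = median of neutral control wells and 100% = median of 100 nM tunicamycin wells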
PDI inh – inhibitors of human PDI, primary screen, biochemical, turbidity, single point, plate reader | PDI insulin aggregation turbidity, A650, 90 min | inhibition, % at 10 µM | actives 0.052% (n = 350,000) | AID 588391, 2011;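 active = mean inhibition across replicates of 30% or more, whatever share of single replicates reach that level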;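 also: absorbance from insulin aggregation driven by PDI reduction with DTT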
MC4R antagonist – MC4R antagonists of cAMP signaling, primary screen, cell-based, TR-FRET, antagonist arm of biased-ligand search | inhibition, % at 6.5 µM | MC4R-expressing cells, MTII-stimulated cAMP, LANCE TR-FRET | actives 0.48% (n = 360,000);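 active = inhibition above its plate's cutoff, the mean of tested wells on that plate plus 3 SD, cut at about 29% in these data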;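 also: 0% = Melanotan II alone and 100% = Melanotan II plus saturating MCL0020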
Target sequence (P32245 whole entry, looked up): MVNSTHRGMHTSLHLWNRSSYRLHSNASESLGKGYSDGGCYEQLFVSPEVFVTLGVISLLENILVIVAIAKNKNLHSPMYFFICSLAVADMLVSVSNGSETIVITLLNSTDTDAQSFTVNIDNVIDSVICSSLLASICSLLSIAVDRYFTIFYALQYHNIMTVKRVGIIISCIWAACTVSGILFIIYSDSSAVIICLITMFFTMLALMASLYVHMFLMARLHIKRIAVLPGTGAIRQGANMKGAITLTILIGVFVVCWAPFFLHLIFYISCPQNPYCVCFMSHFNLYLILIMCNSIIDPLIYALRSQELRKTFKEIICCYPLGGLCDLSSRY
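Test system: U2OS cells stably expressing human melanocortin 4 receptor (MC4R); also added: Melanotan II challenge; compound: 6.5 µM single dose; timing: 30-min compound preincubation, 1-h Melanotan II challenge, 1-h detection, room temperature; signal: Eu-cAMP/anti-cAMP TR-FRET, emission 671 nm; repeats: one well per compound, no replicates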
MC4R barr agon – MC4R agonists recruiting beta-arrestin, primary screen, cell-based, luminescence, agonist arm of biased-ligand search; Melanocortin receptor 4 (Homo sapiens), P32245; U2OS MC4R beta-arrestin complementation; percent of melanotan II response, DMSO zero; activation, % at 8.9 µM; actives 0.98% (n = 360,000); AID 540308, 2011;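 active = activation above a per-plate cutoff, the mean activation of sample wells on that plate plus 3 SD, cut at about 8% in these data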
ABCB6 inh 2 – ABCB6 transporter inhibitors, primary screen, K562-ABCB6 cells, flow cytometry, MLPCN library; fluorescence ratio to DMSO, % at 10 µM; actives 0.19% (n = 360,000); K562-ABCB6 porphyrin accumulation, 1 h; stronger effect = lower value;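 active = fluorescence ratio to DMSO below 75%, the collection mean minus 3 SD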;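 also: signal is porphyrin accumulated inside mitochondria; 100% equals median channel fluorescence of DMSO control wells; lower ratio means ABCB6 inhibition with less porphyrin fluorescence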
Vif imaging – HIV Vif self-association inhibitors, primary screen, imaging, HEK293T, single point. HEK293T cells, Vif self-association by quenched fluorescence, 24 h. inhibition, % at 7.49 µM. actives 0.35% (n = 340,000); in the data active = inhibition above about 50%, passing the limit was not always enough; also: some results filed as inactive read as strong as hits
HTR2A ag – mouse Htr2a agonists via beta-arrestin recruitment, primary screen, cell-based, luminescence | activation, % at 7.6 µM | 5-hydroxytryptamine receptor 2A (Mus musculus), P35363 | CHO-K1 mHTR2A beta-arrestin complementation; percent of 30 µM serotonin response | actives 0.66% (n = 360,000);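 active = activation above a run cutoff, the mean activation of all tested compounds plus 3 SD, cut at about 14% in these data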;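 also: 0% = plate median of compound wells and 100% = 30 µM serotonin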
Target sequence (P35363 whole entry, looked up): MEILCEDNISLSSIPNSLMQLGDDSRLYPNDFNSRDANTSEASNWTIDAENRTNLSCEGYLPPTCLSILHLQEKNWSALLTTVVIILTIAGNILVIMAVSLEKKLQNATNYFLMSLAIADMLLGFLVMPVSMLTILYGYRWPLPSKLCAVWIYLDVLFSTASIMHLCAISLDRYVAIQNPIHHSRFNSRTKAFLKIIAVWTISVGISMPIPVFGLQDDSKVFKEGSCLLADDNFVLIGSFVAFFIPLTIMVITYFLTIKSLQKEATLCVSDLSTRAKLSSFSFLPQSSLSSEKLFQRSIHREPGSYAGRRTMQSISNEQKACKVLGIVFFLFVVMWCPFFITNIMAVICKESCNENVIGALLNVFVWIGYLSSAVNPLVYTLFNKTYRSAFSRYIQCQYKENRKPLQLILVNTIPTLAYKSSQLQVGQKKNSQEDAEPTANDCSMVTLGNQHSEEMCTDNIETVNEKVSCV
Starred values were filed as active, the others as inactive; nt = no result given.

Every second line gives: aDG glyco act	H9c2 protect	CaV13 FRET inh	N-glyco inh	PDI inh	MC4R antagonist	MC4R barr agon	ABCB6 inh 2	Vif imaging	HTR2A ag
- Nc1cc(=O)n(Cc2ccccc2)c(=O)n1-c1ccc(Cl)cc1
→ 0.1	-5	-11	5	0	14	-1.6	102	-12	-1
- Cc1ccc2c(c1)N(CC(=O)N1CCCCC1c1cccnc1)C(=O)CO2 (configuration not stated)
→ -0.1	4	-8	4	6	11	1.2	96	-3	1
- Cc1ccc(S(=O)(=O)N2CCOCC2)cc1C(=O)OCC(=O)N1CCCC1=O
→ -0.1	3	-7	3	2	1	0.1	101	3	0
- O=C(Nc1ccc(S(=O)(=O)Nc2nccs2)cc1)c1cc(-c2ccncc2)nc2ccccc12
→ -0.1	-11	-4	0	-2	10	1.7	104	2	-3
- Cc1cc(C)nc(SCc2ccc(C(=O)N/N=C/c3cccnc3)cc2)n1
→ -0.1	0	nt	-1	-5	0	-1.8	101	-2	-10
- Cc1c(C(=O)NCc2cccc(C(F)(F)F)c2)sc(=O)n1Cc1ccc(S(=O)(=O)N(C)C)cc1
→ 0.0	-2	-4	-3	-2	17	-0.1	96	-5	2
- COc1ccc(NC(=S)N2CCc3cc(OC)c(OC)cc3C2)cc1
→ 0.0	0	-9	-1	4	12	0.9	99	-5	-3
- Cc1ccc(Cl)cc1-c1cc(C(=O)N2CCc3ccccc3C2)[nH]n1
→ 0.0	-2	-7	1	-2	9	6.4	100	-10	7
- Cc1nnc(N2CCC(C(=O)N3CCCCC3)CC2)c2nn(-c3ccc(Cl)cc3)c(C)c12
→ 2.3	15	nt	5	-3	11	-2.4	89	-2	-4
- Cc1c(C(=O)N2CCc3ccccc32)oc2ccccc12
→ 0.2	-12	-5	-12	-3	-10	3.1	99	-1	0
- O=C1c2ccccc2S(=O)(=O)N1Cc1nc2ccccc2s1
→ 0.2	-14	nt	-21	0	-1	-0.5	98	-7	-3
- CCCn1c(SCC(=O)c2cc(C)n(-c3ccc4c(c3)OCO4)c2C)n[nH]c1=O
→ 1.7	-18	-16	-6	1	13	0.4	105	-19	-6
- CN(C)c1cccc(C(=O)NN2C(=O)NC3(CCCCC3)C2=O)c1
→ -0.3	-1	-3	1	-7	5	-0.3	97	2	0
- Cc1cc2oc(C(=O)NCc3ccccc3)cc(=O)c2cc1C
→ 0.0	-6	-14	-4	-7	-8	0.3	94	0	3
- Cn1c(N/N=C/c2cccs2)nc2c1c(=O)n(Cc1ccccc1)c(=O)n2C
→ -0.3	11	-17	-3	0	13	-0.1	90	-6	4
- CC(C)(C)c1ccc(C(O)c2ncc(-c3ccc4ccccc4c3)[nH]2)cc1 (configuration not stated)
→ -0.1	-17	-12	1	1	4	4.8	97	-11	1
- NC(=O)COC(=O)c1ccc2c(c1)S(=O)(=O)N=C1CCCCCN12
→ -0.2	7	-5	1	0	1	-2.0	96	-2	-4
- COC(=O)c1ccc(NC(=O)CC(=O)Nc2ccc(C(=O)OC)cc2)cc1
→ 0.3	0	-2	0	10	9	2.0	105	-10	2
- CC(=O)Nc1cccc(C(=O)Nc2ccccc2N2CCOCC2)c1
→ -0.2	10	-10	3	-3	12	0.3	96	-3	-3
- O=C(O)CN1C(=O)c2ccc(Oc3ccc([N+](=O)[O-])cc3)cc2C1=O
→ -0.1	1	-5	2	3	0	-0.9	99	-8	1
- O=C(Cn1c(=O)oc2cc(S(=O)(=O)N3CCc4ccccc43)ccc21)NC1CCCC1
→ 0.0	-1	3	-2	1	5	-0.8	100	-1	-4
- Cc1ccc(C)c(OCC(=O)Nc2c(C)n(C)n(-c3ccccc3)c2=O)c1
→ 0.2	5	-3	1	5	13	0.8	104	nt	10
- CC1(C(=O)NS(=O)(=O)C2CC2)CCCN(C(=O)c2ccc(C(F)(F)F)cc2)C1 (configuration not stated)
→ 0.1	1	-5	1	3	2	0.1	102	3	1
- CC(=O)N/C(=C\c1ccccc1)C(=O)OCc1ccccc1
→ 0.1	-5	-5	nt	-6	2	-1.9	92	nt	-1
- CC(C)(O)/C=C/C(=O)[C@](C)(O)C1[C@H](O)C[C@@]2(C)C3CC=C4C(C=C(O[C@@H]5O[C@H](CO)[C@@H](O)[C@H](O)[C@H]5O)C(=O)C4(C)C)[C@]3(C)C(=O)C[C@]12C (some centres not stated)
→ -0.1	0	-10	1	-3	10	1.3	103	0	-1
- O=C(/C=C/c1ccc(Cl)c(Cl)c1)NC1=NCCS1
→ -0.3	-5	3	2	-1	11	-3.5	104	0	-4
- CCOc1ccc(/C=N/NC(=O)c2ccc(Cn3cc(Br)cn3)o2)cc1
→ 0.0	-6	-3	2	5	-3	2.1	101	nt	2
- O=C(COC(=O)c1cccnc1Cl)Nc1ccc(N2CCCCC2)cc1
→ -0.2	-10	-2	0	12	13	0.0	96	2	4
- CC(C)c1ccc(C(=O)NN2C(=O)C3CCCCC3C2=O)cc1 (configuration not stated)
→ -0.2	-8	-5	-8	-5	1	-0.8	99	30	-2
- COc1ccccc1-n1c(SCC(=O)Nc2ccc3c(c2)OCO3)nc2c(c1=O)SCC2
→ 0.0	2	-3	3	4	8	-2.0	98	-2	1

Arranged by the number under PDI inh (highest first): some entries from above
structure,PDI inh
Cc1ccc(C)c(OCC(=O)Nc2c(C)n(C)n(-c3ccccc3)c2=O)c1,5
CC(C)c1ccc(C(=O)NN2C(=O)C3CCCCC3C2=O)cc1 (configuration not stated),-5
CC(=O)N/C(=C\c1ccccc1)C(=O)OCc1ccccc1,-6

Remaining list, next part:
Every second line gives: aDG glyco act	H9c2 protect	CaV13 FRET inh	N-glyco inh	PDI inh	MC4R antagonist	MC4R barr agon	ABCB6 inh 2	Vif imaging	HTR2A ag
- c1ccc(-c2csc3ncnc(NCc4ccccn4)c23)cc1
→ 0.6	-10	-5	-4	-2	-14	11*	109	-1	-4
- COc1ccc2ccc(OCC(=O)Nc3cc(C)on3)cc2c1
→ 0.0	13	-2	0	-8	11	2.5	96	0	10
- O=C(COC(=O)CCN1C(=O)C2CC=CCC2C1=O)Nc1ccc([N+](=O)[O-])cc1 (configuration not stated)
→ -0.2	-3	-4	-1	-2	10	-0.6	95	17	-4
- Cc1ccc2oc(=O)n(Cc3ccccc3OC(C)C)c2c1
→ -0.1	-8	-4	-2	2	3	2.7	97	-7	-6
- COc1cc(C(=O)NCC(c2ccc(F)cc2)N2CCOCC2)ccc1OCc1ccccc1Cl (configuration not stated)
→ -0.1	-4	-2	1	-8	10	-0.7	94	-1	-5
- O=C(COc1ccccc1Cl)NC(=S)Nc1ccccc1N1CCCC1
→ 0.5	-11	-7	1	0	9	-1.8	101	-2	2
- CC(C)OC(=O)CSc1nnc(Cc2ccccc2)n1Cc1ccco1
→ 0.1	2	nt	0	-5	4	-0.5	90	nt	0
- CCOC(=O)c1c(C)[nH]c(C)c1S(=O)(=O)N(C)CC(=O)Nc1ccccc1F
→ -0.4	-2	-3	1	5	2	-0.2	110	1	-4
- CC1Cc2ccccc2N1C(=O)CSc1nncn1C (configuration not stated)
→ 1.3	4	-1	1	-3	-2	-2.5	95	-7	8
- CCC(C)NC(=O)Cn1cnc2sc(C)c(S(=O)(=O)N3CCN(c4ccccc4OC)CC3)c2c1=O (configuration not stated)
→ 0.2	20	-3	1	7	-3	0.0	86	3	-6
- CNC(=O)NC(=O)CSc1ccc(S(=O)(=O)N(C)C2CCCCC2)cn1
→ 0.1	-6	-2	-1	-1	9	-3.4	104	-4	0
- Cc1ccc(S(=O)(=O)N2CCOCC2)cc1C(=O)N1CCN(S(=O)(=O)c2cccs2)CC1
→ -0.1	4	-4	-4	-1	5	1.9	101	-5	-1
- O=C1COc2ccc(C(=O)CSc3ccc(Br)cc3)cc2N1
→ 0.4	-8	-3	-1	-2	6	-2.5	96	-3	1
- C=CCN(CC=C)C(=O)CCc1nnc(CCc2c[nH]c3ccccc23)o1
→ 0.1	2	-4	1	4	-5	0.6	97	-2	-1
- CN(C(=O)c1cncc(Br)c1)C1C2CC3CC(C2)CC1C3 (configuration not stated)
→ 0.0	-3	-4	1	-2	4	-0.2	94	2	8
- Cc1ccccc1S(=O)(=O)N1C[C@H]2[C@H]3C(=O)N(C4CCCCC4)C(=O)[C@H]3CC(=O)[C@H]2[C@@H]1c1ccc(Cl)cc1
→ 0.0	1	-6	0	nt	nt	nt	97	nt	-3
- Cc1ccc(-c2[nH]nc3c2C(c2cccnc2)C(C#N)=C(N)O3)cc1 (configuration not stated)
→ 0.0	12	-4	1	3	-18	-1.9	100	7	-1
- OC(CNCc1ccc2c(c1)OCO2)COc1ccccc1 (configuration not stated)
→ -0.2	5	11	0	12	-4	0.2	96	19	-10
- CCc1ccc(NC(=S)NC2CC3CCCC(C2)N3Cc2ccccc2)cc1 (configuration not stated)
→ 5.8	-10	-4	-2	-5	0	3.3	98	-14	-7
- O=C1COc2ccccc2N1Cc1c(F)cccc1Cl
→ -0.1	-4	-7	-2	-6	-1	-0.6	95	3	2
- CCCCn1c(N)c(N(CCOC)C(=O)c2oc3c(Cl)cccc3c2C)c(=O)[nH]c1=O
→ -0.3	-2	-6	-2	-4	13	0.0	105	nt	5
